AmpC detergent: qHTS Inhibitors of AmpC Beta-Lactamase (assay with detergent); P00811; AmpC hydrolysis of nitrocefin, absorbance 480 nm, 0.01% Triton; Potency, µM (series often up to 114 µM), inactives show at the top dose activity change, negative = inhibition, hits mostly inhibitors; hit rate 0.041% among 370,000;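 further: potency means the concentration at half of the fitted maximal effect; 0% = no-compound wells and -100% = no-enzyme wells; nearly all actives have a fitted effect of over 25% in size; some results filed as inactive show a strong effect at the top dose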
Target sequence (P00811 whole entry, looked up): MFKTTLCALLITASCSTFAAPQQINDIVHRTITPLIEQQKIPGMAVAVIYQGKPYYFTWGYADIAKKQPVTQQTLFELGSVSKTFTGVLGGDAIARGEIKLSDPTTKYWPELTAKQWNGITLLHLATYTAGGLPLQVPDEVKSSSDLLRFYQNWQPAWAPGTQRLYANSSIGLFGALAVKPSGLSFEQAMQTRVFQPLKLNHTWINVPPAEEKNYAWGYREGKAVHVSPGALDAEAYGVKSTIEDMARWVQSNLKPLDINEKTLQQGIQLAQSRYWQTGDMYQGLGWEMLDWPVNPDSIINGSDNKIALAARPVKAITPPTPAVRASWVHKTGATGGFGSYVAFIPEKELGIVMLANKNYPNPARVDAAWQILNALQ
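AmpC (5.3 nM in the dispensed reagent) in 20 mM phosphate pH 7.0 with 0.01% (detergent screen) or 0.0001% Triton X-100 was preincubated with compounds for 15 min at room temperature. Nitrocefin was then added from an 800 uM solution, and hydrolysis was followed at 480 nm.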
Sm TGR block: qHTS Assay for the Inhibitors of Schistosoma Mansoni Peroxiredoxins. Schistosoma mansoni thioredoxin glutathione reductase (TGR), Q962Y6. purified TGR, DTNB reduction, TNB absorbance 405 nm. Potency, µM (titrated, usually from 114 µM), without a hit: top-dose activity change, negative = inhibition, actives largely listed as inhibitors. hit rate 3% among 360,000. AID 485364, 2010; further: potency means the concentration at half of the fitted maximal effect; nearly all actives have a fitted effect of over 60% in size
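TGR 20 nM + NADPH 100 uM (dispensed conc.), cpd preinc 15 min RT; start with NADPH (500 uM addition) then DTNB (15 mM addition). Kinetic TNB absorbance, 405 nm filter. Four-parameter Hill fit across titration.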
HCMV antiviral: qHTS Assay for inhibitors of the human cytomegalovirus (HCMV); activity change, negative = inhibition, % at 57.5 µM; hit rate 4.5% among 410,000; AID 1259415, 2018; HFF cells, HCMV-luciferase reporter, 72 h; active compounds read low; in the data active means activity change below about -60%; inconclusive means no clear call, values can overlap the other calls; inactive means above about -39%
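Human foreskin fibroblasts infected with luciferase-reporter HCMV at MOI 1 PFU/cell, compounds at two doses. Luciferase measured 72 h post infection; normalized to buffer-only basal and Salinomycin (10uM) controls.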
AmpC inh no detg: qHTS Inhibitors of AmpC Beta-Lactamase (assay without detergent); AmpC nitrocefin hydrolysis, absorbance 480 nm, 0.0001% Triton; Potency, µM (doses to about 57.1 µM), without a hit: at the top dose activity change, negative = inhibition, usual class: inhibitors; hit rate 0.52% among 330,000; AID 485341, 2010;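 further: potency means the concentration at half of the fitted maximal effect; plate controls were no compound for no effect and no enzyme for full effect; nearly all actives have a fitted effect of over 20% in size; some results filed as inactive show a strong effect at the top dose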
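20 mM phosphate pH 7.0 + 0.01% (detergent screen) or 0.0001% Triton X-100; 5.3 nM AmpC reagent; cpd preinc 15 min RT; nitrocefin (800 uM stock) to start; A480 q20 s × 4 min; Activity was normalised to no-enzyme and no-compound control wells.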
HCV inhibitor: qHTS Assay for Inhibitors of Hepatitis C Virus (HCV) | Huh7.5.1 HCVcc-Cre infection, luciferase reporter, 44 h | Potency, µM (top dose mostly 41.8 µM), without a hit: top-dose activity change, negative = inhibition, most hits filed as inhibitors | hit rate 3.4% among 340,000 | AID 651820, 2012; further: potency means the concentration at half of the fitted maximal effect
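Compounds are dispensed onto cells plated 4 h earlier at 1,000 per well, with HCVcc-Cre virus (about 0.5 moi) added next. Following 44 h of culture, luminescent signal is measured for 15 sec after 15 min with substrate at room temperature.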
FBPA Giardia inh: qHTS Assay for Inhibitors of Fructose-1,6-bisphosphate Aldolase from Giardia Lamblia. purified Giardia FBPA. A8B2U2. hit rate 0.71% among 290,000. Potency, µM (top dose mostly 59.6 µM), for the others: top-dose activity, negative = inhibition, actives largely listed as inhibitors; further: potency means the concentration at half of the fitted maximal effect; nearly all actives have a fitted effect of over 55% in size
Target sequence (A8B2U2 whole entry, looked up): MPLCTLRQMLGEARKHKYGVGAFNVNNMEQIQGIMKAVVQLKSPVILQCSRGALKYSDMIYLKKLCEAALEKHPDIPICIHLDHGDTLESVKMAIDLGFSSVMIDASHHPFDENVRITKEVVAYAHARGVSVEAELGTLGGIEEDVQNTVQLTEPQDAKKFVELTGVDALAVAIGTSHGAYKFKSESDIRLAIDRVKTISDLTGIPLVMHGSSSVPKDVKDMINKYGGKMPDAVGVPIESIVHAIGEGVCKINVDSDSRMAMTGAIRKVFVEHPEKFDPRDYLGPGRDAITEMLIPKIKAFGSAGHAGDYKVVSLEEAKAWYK
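Giardia FBPA (40 nM reagent) was preincubated 10 min at RT with compound (up to 57.5 uM final), then substrate plus GAPDH/TPI/NAD/arsenate coupling system with diaphorase/resazurin was added; resorufin fluorescence (525/598 nm) was read after 20 min.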
Numbers without * were called inactive; ? = inconclusive; . = not tested or not shown; & = joins results of further samples; [ ] = dose if it differs, or a comment. Unless noted, the call rests on the fitted dose curve; in most records, active means well fitted curve in the direction sought with a large enough effect; inconclusive means small, poorly fitted or top-dose-only effect, or another doubt; inactive means no such curve, though single readings can be large; an effect the other way counts as inactive or inconclusive. Unless noted, on the % scale 0 is the no-effect control and ±100 the full control effect.

Keys: A = AmpC detergent; B = Sm TGR block; C = HCMV antiviral; D = AmpC inh no detg; E = HCV inhibitor; F = FBPA Giardia inh
N#Cc1ccc(OCc2ccc(C(=O)O)o2)cc1
  A = 1% | B = 3% | C = 61 | D = -2% | E = 19% | F = 2%
COc1ccc(C2c3c(n(C)c4ccccc34)C(=O)N2CC(=O)Nc2cccc(Cl)c2C)cc1 (centres undefined)
  A = 8% | B = 4% | C = 0 | D = . | E = . | F = .
Cc1cc(C)c2cc3c(ccn3C3OC[C@H](O)[C@H](O)[C@H]3O)cc2n1 (some centres undefined)
  A = ? | B = -22% | C = 4 | D = -15% | E = 2% | F = -24%
COc1cc(/C=C2/SC(=S)NC2=O)ccc1OS(=O)(=O)c1ccc(C)cc1
  A = -2% | B = -4% | C = . | D = -36% | E = 6% | F = 15%
O=C(OCc1c(Cl)cccc1Cl)c1ccncc1
  A = -13% | B = -5% | C = -14 | D = -2% | E = -4% | F = 7%
Cc1cccn2c(=O)c3cc(C(=O)NCc4ccco4)c(=N)n(C4CCCCC4)c3nc12
  A = 4% | B = -6% | C = . | D = 28% | E = ? | F = .
CCCNc1nc2c(c(=O)[nH]c(=O)n2C)n1CCOc1ccccc1
  A = -7% | B = -20% | C = 125 | D = -10% | E = 7% | F = -3%
CCC(Sc1nnc(C)n2c1cc1occc12)C(=O)Nc1ccccc1OC (centres undefined)
  A = -1% | B = 11% | C = -22 | D = . | E = . | F = .
COc1ccc(OC)c(NC(=O)c2nc3ccccc3s2)c1
  A = ? | B = -1% | C = -14 | D = -12% | E = ? | F = 0%
CCOC(=O)c1c(C)cc(C)n2c1nc1ccccc12
  A = -4% | B = 6% | C = 13 | D = -19% | E = -18% | F = 6%
COC(=O)Cc1c(C)nc2nc(NCc3ccc(Br)cc3)[nH]n2c1=O
  A = 7% | B = 2% | C = 12 | D = . | E = . | F = .
Cc1ccc(NC(=O)c2ccc(NCCN)c([N+](=O)[O-])c2)cc1
  A = ? | B = -6% | C = 31 | D = -26% | E = -12% | F = 5%
S=C(NC1CC1)N1CCCc2ccccc21
  A = -11% | B = -1% | C = -2 | D = -11% | E = 2% | F = .
CCOP(=O)(OCC)C(NC(=O)Nc1ccc(C)cc1)C(N)=O (centres undefined)
  A = -2% | B = -6% | C = 13 | D = 0% | E = 0% | F = 8%
COc1ccc(C(=O)N2CCCC(CO)(Cc3ccccc3C)C2)o1 (centres undefined)
  A = -9% | B = 45µM* | C = 32 | D = 37% | E = 8% | F = .

(continued)
Keys: A = AmpC detergent; B = Sm TGR block; C = HCMV antiviral; D = AmpC inh no detg; E = HCV inhibitor; F = FBPA Giardia inh
COc1ccc(NC(=O)CCNS(=O)(=O)c2cccc3nonc23)cc1
  A = ? | B = -8%&-2% | C = 8&4 | D = -14% | E = -10% | F = -8%
CCOC(=O)CNC(=O)CSc1nnc(COc2ccc(Cl)cc2)n1CC
  A = -5% | B = -25% | C = -8 | D = 45% | E = 15% | F = 12%
CCN1C(C)=C(C)S/C1=C1\SC(=S)N(NC(C)=O)C1=O
  A = -7% | B = -1%[57.1 µM] | C = -8 | D = -19% | E = ? | F = -7%
Cc1noc(C)c1COc1ccc(C(=O)N2CCCC(C(F)(F)F)C2)cc1 (centres undefined)
  A = 6% | B = ? | C = -16 | D = 47% | E = -19% | F = .
Cn1nnnc1SCC(=O)N1CCc2ccccc2C1
  A = ? | B = 3% | C = 20 | D = -13% | E = 2% | F = 0%
COc1ccc(NC(=O)c2cnc(Nc3ccc(C)c(Cl)c3)c3ccccc23)c(OC)c1
  A = 8% | B = 12% | C = 4 | D = . | E = . | F = .
CCOC(=O)c1cnn(-c2cccc(Cl)c2)c1N
  A = ? | B = 17% | C = 62 | D = -8% | E = 9% | F = 6%
O=C1SCCc2c1n(Cc1ccccc1)c1ccccc21
  A = -2% | B = 2% | C = -6 | D = -56% | E = 1% | F = -7%
CCOC(=O)c1cnc(SCC(=O)Nc2nnc(CC)s2)nc1N
  A = ? | B = ? | C = 46 | D = -15% | E = 6% | F = 2%
Cc1ccc(-n2nc(C)c(C(=O)O)n2)c(C)c1
  A = -1% | B = -12% | C = 8 | D = -13% | E = 35%[activator] | F = 1%
COc1ccc(NC(=O)CCSc2ccc(F)cc2)cc1
  A = -1% | B = 7% | C = -27 | D = -23% | E = -7% | F = 0%
Cc1[nH]c2ccc(F)cc2c(=O)c1SC(F)(F)C(F)F
  A = -1% | B = 2% | C = -9 | D = -11% | E = ? | F = 5%
CCN1CCN(C(c2cccs2)C(C)NC(=O)c2cccc(OC)c2OC)CC1 (centres undefined)
  A = -14% | B = -28% | C = -12 | D = -2% | E = ? | F = -1%
Cc1ccccc1-n1nc2c(c1NC(=O)C1CCCC1)CS(=O)(=O)C2
  A = 9% | B = -2% | C = 6 | D = -6% | E = -7% | F = -3%
Cc1ccc(CNCCCSc2ncccn2)cc1
  A = -13% | B = -4% | C = 1 | D = -27% | E = 2% | F = ?

Only AmpC inh no detg, HCV inhibitor and Sm TGR block, for some of the entries so far:
smiles,AmpC inh no detg,HCV inhibitor,Sm TGR block
CCOC(=O)CNC(=O)CSc1nnc(COc2ccc(Cl)cc2)n1CC,45%,15%,-25%
S=C(NC1CC1)N1CCCc2ccccc21,-11%,2%,-1%

Following part:
Keys: A = AmpC detergent; B = Sm TGR block; C = HCMV antiviral; D = AmpC inh no detg; E = HCV inhibitor; F = FBPA Giardia inh
CCN(CCNC(=O)CS(=O)(=O)Cc1nc(-c2cccc(OC)c2)oc1C)c1ccccc1
  A = -14% | B = -28% | C = -3 | D = 83%[activator] | E = 22µM* | F = 0%
Cc1c(OC(C(=O)O)c2ccccc2)ccc2c1oc(=O)c1ccccc12 (centres undefined)
  A = 0% | B = -2% | C = 1 | D = -30% | E = 1% | F = 9%
COc1cc(OC)cc(C(=O)O/N=C(\N)c2cccc(C)c2)c1
  A = -4% | B = -7% | C = 46 | D = -17% | E = 11µM* | F = 12%
S=C(NCCOCCOCCNC(=S)Nc1ccccc1)Nc1ccccc1
  A = -8% | B = -36% | C = -14 | D = 2% | E = -2% | F = -1%
S=c1[nH]nc(CSCc2ccc(Cl)cc2Cl)n1-c1ccccc1
  A = 1% | B = -2% | C = -18 | D = -19% | E = 28% | F = 23%
COc1ccc(/C=N\NC(=O)c2ccccc2OC)cc1COc1c(F)c(F)c(F)c(F)c1F
  A = 3% | B = 4% | C = 102 | D = 26% | E = ? | F = 1%
CCCCCn1c(=O)[nH]c2cc(C(=O)NCCCN3CCCCC3CC)ccc2c1=O (centres undefined)
  A = -6% | B = 0% | C = -10 | D = -39% | E = ? | F = 8%
O=C(CN1CCN(S(=O)(=O)c2ccc(F)cc2)CC1)NC1CCCC1
  A = 4% | B = -34% | C = 43 | D = -10% | E = 8% | F = .
O=C(COc1ccccc1)NC1CCCCC1
  A = ? | B = -3% | C = -9 | D = -12% | E = 33%[activator] | F = 1%
Cc1[nH]n(-c2nc(-c3ccc(Cl)cc3)cs2)c(=O)c1N=Nc1ccc(O)cc1
  A = -7% | B = -3% | C = -34 | D = -29% | E = 1.8µM* | F = -2%
COc1ccc(CCN2C(=O)CC(N3CCOCC3)C2=O)cc1 (centres undefined)
  A = -9% | B = -15% | C = -17 | D = -19% | E = 20% | F = 1%
COc1ccccc1CNC(=O)CCS(=O)(=O)c1ccc2c(c1)oc(=O)n2C
  A = 1% | B = -3% | C = 13 | D = . | E = . | F = .
N#Cc1ccccc1NC(=O)CSc1nnc(-c2ccccc2)n1-c1ccccc1
  A = ? | B = -2% | C = ? | D = -38% | E = 1% | F = -1%
O=C(CC(=O)Nc1ccc(F)cc1F)Nc1ccc(F)cc1F
  A = -2% | B = 9% | C = -19 | D = -12% | E = 13% | F = 7%
COc1ccc(-c2nc3scc(CCNS(=O)(=O)c4ccc5c(c4)OCCO5)n3n2)cc1OC
  A = -1% | B = 9% | C = -10 | D = . | E = . | F = .

In a second layout: two of the compounds above.
canonical_smiles,AmpC detergent,Sm TGR block,HCMV antiviral,AmpC inh no detg,HCV inhibitor,FBPA Giardia inh
N#Cc1ccccc1NC(=O)CSc1nnc(-c2ccccc2)n1-c1ccccc1,?,-2%,?,-38%,1%,-1%
Cc1[nH]n(-c2nc(-c3ccc(Cl)cc3)cs2)c(=O)c1N=Nc1ccc(O)cc1,-7%,-3%,-34,-29%,1.8µM*,-2%

Next part:
Keys: A = AmpC detergent; B = Sm TGR block; C = HCMV antiviral; D = AmpC inh no detg; E = HCV inhibitor; F = FBPA Giardia inh
COc1ccc2c(c1OC)C(=O)N(c1ccc(O)cc1)C2
  A = 4% | B = -4% | C = -22 | D = -16% | E = -10% | F = .
CO/C([O-])=N/c1c[n+](-c2ccc(C)cc2)no1
  A = -6% | B = -3% | C = 38 | D = -4% | E = 2% | F = 0%
O=C(Nc1ccc(F)cc1)/C(Cl)=C/c1ccccc1
  A = -1% | B = -1% | C = 6 | D = -32% | E = -23% | F = -8%
Cc1ccc(NCc2nnc3n2CCCCC3)cc1
  A = ? | B = -5% | C = -32 | D = 1% | E = 16% | F = -6%
COc1ccc(CN(C)C(=O)Cc2ccc(OC)c(S(=O)(=O)N3CCOCC3)c2)cc1
  A = -20% | B = ? | C = -7 | D = 37% | E = ? | F = .
CCn1cnc2sc(C(=O)Oc3ccc(Br)cc3)c(C)c2c1=O
  A = ? | B = -7% | C = -31 | D = -27% | E = -30% | F = -4%
Cc1ncc(CO)c2c1Oc1nc(-c3ccc(F)cc3)nc(SCC(=O)N3CCCCC3)c1C2
  A = 13% | B = -7% | C = 7 | D = . | E = . | F = .
O=C(COC(=O)CNC(=O)c1ccccc1)NC1CCCCC1
  A = 5% | B = 18% | C = 3 | D = 0% | E = 3% | F = .
CC(=O)Nc1ccc2c(CSc3nncs3)cc(=O)oc2c1
  A = 4% | B = -4% | C = -9 | D = -16% | E = 6% | F = -5%
CCC(=O)Nc1ccc(Cl)c(-c2nc3ncccc3o2)c1
  A = ? | B = 3% | C = 4 | D = -19% | E = -17% | F = 10%
COCCn1c(SCC(=O)Nc2cc(Cl)ccc2OC)nc2c(c1=O)SC(C)C2 (centres undefined)
  A = -6% | B = -1% | C = -36 | D = 106%[activator] | E = ? | F = -7%
O=C(Nc1ccc(C(=O)N2CCOCC2)cc1)Nc1ccc(Cl)cc1Cl
  A = -2% | B = . | C = -8 | D = 60% | E = 9% | F = -2%
c1ccc(CSc2ccc(-c3ccccn3)nn2)nc1
  A = -7% | B = -1% | C = -39 | D = -15% | E = ? | F = ?
COc1cccc(OC)c1C(=O)O/N=C(\N)c1ccncc1
  A = 0% | B = -12% | C = -14 | D = -9% | E = 1% | F = 0%
O=C(NC(=S)Nc1ccc([N+](=O)[O-])cc1O)C1CCCCC1
  A = -7% | B = 1% | C = -25 | D = -32% | E = -21% | F = .
CCCC(=O)Nc1ccc(C(=O)/C=C/c2ccc(SC)cc2)cc1
  A = 6% | B = 4% | C = 5 | D = -36% | E = 11µM* | F = 2%

Screening results as filed in PubChem.
